Screens from PubChem BioAssay.
Dynein cargo inh – blocks dynein driven cargo transport along microtubules; 3617.4 mouse cells, GR-EGFP nuclear translocation imaging; test concentration mostly 20 µM; stimulated with dexamethasone, 1 µM; active compounds read low; z-score, hits read low; 220,000 compounds, 0.47% hits; AID 1381;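 active = plate z-score of nuclear minus cytoplasmic receptor signal below a set negative limit, without overly bright fluorescence or cell loss, cut at about -3.5 in these data, passing the limit was not always enough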;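 also: z-score of nuclear minus cytoplasmic ring GR-EGFP intensity difference per well; some compounds called inactive have numbers as strong as hits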
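Buffer or medium: tet-free medium with charcoal-stripped serum / Also added: dexamethasone agonist, 1.0 µM final, for 30 min / Timing: induction 48 h, compound 1 h, agonist 30 min / Measured by: high-content fluorescence imaging after fixation / Read-out: nuclear-to-cytoplasmic GR-EGFP distribution per well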
GPR55 beta-arrestin – selective activators of receptor GPR55 – imaging, U2OS cells, beta-arrestin-GFP redistribution, primary screen (AID 1961) | 290,000 compounds, 0.048% hits | activation, % at 10 µM; hits with a dose series show EC50 in µM | U2OS GPR55 beta-arrestin-GFP redistribution imaging; higher % means a stronger effect;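 active = activation above 40% with more than 50 cells counted in the well; inconclusive = wells holding fewer than 50 cells, flagged as toxic or sparse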;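 also: U2OS osteosarcoma cells stably expressing GPR55 and beta-arrestin-GFP; plate controls were DMSO negative control for no effect and LPI positive control for full effect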
AID2073 – inhibitors of Mint1-CaV2.2 protein interaction, biochemical, HTRF (AID 2073); 290,000 compounds, 0.19% hits; HTRF protein-protein interaction, Mint1-CaV2.2; higher % means a stronger effect; inhibition, % at 20 µM; hits with a dose series show IC50 in µM; in the data active = inhibition mostly above about 51%, no sharp cut-off; inconclusive = no clear call, values can overlap the other calls; inactive = mostly below about 53%; also: some results filed as inactive read as strong as hits
M1AAP inhibition – P. falciparum M1AAP inhibitors, biochemical, fluorogenic H-Leu-NHMec substrate, 1536-well (AID 1445); 220,000 compounds, 0.42% hits; recombinant M1AAP, H-Leu-NHMec fluorogenic kinetic assay; higher % means a stronger effect; inhibition, % at 30 µM, or IC50 in µM where a hit was titrated;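 active = primary inhibition above the hit cutoff, then over 50% inhibition at one or more dose response concentrations, cut at about 23% in these data, passing the limit was not always enough; inconclusive = conflicting primary data, or primary hits not chosen for dose response; inactive = low primary inhibition, or under 50% at every dose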;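 also: plate controls were DMSO full reaction for no effect and no enzyme background for full effect; strong numbers were not always called active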
NOD2 inhibition – NOD2 signaling inhibitors, cell-based, luminescence, uHTS, HEK293 (AID 1566) | HEK293 NOD2/NF-kB luciferase reporter, luminescence; higher % means a stronger effect | one-dose inhibition, % at 4 µM; EC50 in µM for titrated hits | 290,000 compounds, 0.63% hits; also: many of its hits are not listed in these tables
P. falciparum M17LAP – P. falciparum M17LAP inhibitors, primary screen, biochemical, fluorogenic H-Leu-NHMec substrate, 1536-well (AID 1619); recombinant M17LAP, H-Leu-NHMec fluorogenic kinetic assay; higher % means a stronger effect; 220,000 compounds, 0.38% hits; one-dose inhibition, % at 30 µM; IC50 in µM for titrated hits;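 active = compound inhibiting the enzyme by more than half at any dose during confirmatory dose-response retesting; inconclusive = strong single-dose inhibitors picked by rank but not retested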;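 also: plate controls were full reaction with DMSO carrier for no effect and no enzyme background for full effect; strong numbers were not always called active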
KOR beta-arrestin-1 – KOR antagonists, beta-arrestin recruitment, cell-based, luminescence, uHTS (AID 1778); KOR beta-arrestin recruitment, luminescence, antagonist mode; higher % means a stronger effect; 290,000 compounds, 0.091% hits; one-dose inhibition, % at 10 µM; IC50 in µM for titrated hits; also: strong numbers were not always called active
KOR beta-arrestin-2 – KOR agonists, beta-arrestin recruitment, primary screen, cell-based, luminescence, uHTS (AID 1777) | KOR beta-arrestin recruitment, luminescence; higher % means a stronger effect | 280,000 compounds, 0.02% hits | activation, % at 10 µM; hits with a dose series show EC50 in µM; in the data active = activation above about 50%, passing the limit was not always enough; also: a part of the inactive calls stands beside numbers as strong as those of hits
NOD1 inhibition – inhibition of NOD1-driven NF-kB reporter – cell-based, luminescence, uHTS, primary screen (AID 1578) | 290,000 compounds, 1% hits | NOD1-driven NF-kB luciferase reporter cells, luminescence; higher % means a stronger effect | inhibition, % at 4 µM, or EC50 in µM where a hit was titrated; in the data active = inhibition mostly above about 36%, no sharp cut-off; inactive = mostly below about 34%;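 also: HEK-293T reporter cells stimulated with the NOD1 agonist gamma-tri-DAP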
Dynein cargo inh cytoplasmic EGFP – second read-out of Dynein cargo inh, no call of its own (marks repeat the call); z-score; measured here: cytoplasmic GR-EGFP intensity; active compounds read high
Dynein cargo inh nuclear GR-EGFP – further read-out of Dynein cargo inh, marked with its call; z-score; measured here: nuclear GR-EGFP intensity;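 lower value marks the stronger effect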
Dynein cargo inh cell count – further read-out of Dynein cargo inh, marked with its call; z-score; measured here: cell count per field
Numbers without * were called inactive; ? = inconclusive; . = not tested or not shown; [ ] = remark or other dose. Rule as the data show it, unless noted: active = inhibition above about 50%; inactive = the rest.

Values run as follows: Dynein cargo inh	Dynein cargo inh cytoplasmic EGFP	Dynein cargo inh nuclear GR-EGFP	Dynein cargo inh cell count	GPR55 beta-arrestin	AID2073	M1AAP inhibition	NOD2 inhibition	P. falciparum M17LAP	KOR beta-arrestin-1	KOR beta-arrestin-2	NOD1 inhibition
NC(=O)c1ncc(C(F)(F)F)cc1Oc1ccc(C(F)(F)F)cc1
→ -0.19	-0.21	-0.21	0.43	0.0%	2%	4%	-4%	3%	-37%	7.2%	-6%
Cn1c(=N)c(S(=O)(=O)c2ccc(F)cc2)cc2c(=O)n3ccccc3nc21
→ 0.003	-0.21	-0.0014	0.82	-0.1%	12%	3%	-7%	-6%	-30%	5.0%	-34%
COC(=O)Cn1c(=NC(=O)c2cccc(OC)c2)sc2cc(OC)ccc21
→ 0.93	-0.099	0.58	-0.76	-0.3%	31%	17%	8%	9%	-1%	-3.3%	-19%
Cc1ccc(NC(=O)C2=CC(c3ccc(C)cc3)=NS(=O)(=O)N2C)cc1
→ .	.	.	.	-0.1%	10%	.	13%	.	-17%[20 µM]	6.4%	17%
O=C(O)CCC(=O)c1ccc2ccc3cccc4ccc1c2c34
→ -0.24	-0.19	-0.51	-0.71	0.0%	18%	21%	.	-50%	-29%	7.8%	.
CCN(CC)c1ccc2cc(C(C)=O)c(=O)oc2c1
→ -0.31	-0.14	0.025	0.38	-0.1%	-2%	3%	-10%	5%	1%	1.2%	-56%
O=C(NCc1ccccc1)c1ccc(C(=O)N(C2CCCCC2)C2CCCCC2)cc1
→ 0.18	-0.27	0.3	-0.17	-0.1%	9%	0%	-4%	0%	-16%	4.3%	-28%
CSc1cccc(NC(=O)c2nnn(CC(=O)Nc3cc(C)cc(C)c3)c2N)c1
→ .	.	.	.	-0.3%	28%	.	-26%	.	-28%	-3.8%	-11%
O=c1c2ccccc2n2c(-c3ccc(C(F)(F)F)cc3)nnc2n1Cc1ccccc1
→ 0.58	-0.082	0.35	-0.83	-0.2%	5%	6%	8%	-3%	-25%	4.9%	27%
O=C(CSc1ccc(-c2cccc([N+](=O)[O-])c2)nn1)NCc1ccccc1
→ -1.1	-0.3	-0.45	1	0.0%	-2%	3%	-1%	-3%	13%	-2.9%	-40%
CC(=O)c1ccc(NC2c3ncccc3C(=O)N2Cc2ccc(F)cc2)cc1 (stereo not drawn)
→ -0.066	-0.059	0.31	-0.058	0.5%	0%	2%	7%	3%	-40%	8.2%	2%
Cc1ccc(C2=N/C(=C\N3CCCCC3)C(=O)O2)cc1
→ -1.3	-0.27	-0.92	1.2	-0.1%	-2%	32%	-68%	-1%	6%	-1.0%	-6%
CC(C)(C)SCCNC(=O)CN1C(=O)c2cccc3cccc1c23
→ .	.	.	.	-0.2%	36%	.	-7%	.	-2%	1.8%	-40%
COCCCNC(=O)c1cc2cc(Br)ccc2oc1=O
→ 1.3	-0.27	0.46	-0.49	0.3%	7%	-1%	-22%	-4%	13%[20 µM]	-0.1%	-35%
Cc1c(O)ccc2c(=O)c(-c3nncn3-c3ccccc3)coc12
→ 0.027	-0.23	0.33	0.02	-0.1%	9%	-1%	7%	-2%	-29%[20 µM]	-3.6%	-24%
Cc1cccc(C(=O)O)c1NC(=O)c1ccc(F)cc1
→ 0.55	0.058	0.66	0.78	-0.4%	6%	8%	-4%	-1%	-44%	-1.0%	-39%
COc1ccc(CNC(=O)CCS(=O)(=O)c2ccc3c(c2)NC(=O)CS3)cc1
→ .	.	.	.	0.2%	8%	.	12%	.	-3%	-4.5%	-31%
Cc1cc(C)cc(N(CC(=O)NCCSc2ccccn2)S(=O)(=O)c2ccccc2)c1
→ -0.42	-0.15	-0.3	-0.26	0.3%	4%	9%	20%	3%	2%	7.5%	14%
CC(=O)N(CN1C(=O)CCC1=O)c1ccc(Cl)c(Cl)c1
→ 0.37	-0.042	0.22	0.23	0.6%	6%	8%	-18%	-7%	20%	-2.0%	-13%
O=C(NCC1CCCO1)c1cc(-c2ccccc2)nc2ccc(Br)cc12 (stereo not drawn)
→ .	.	.	.	0.0%	?	.	30%	.	-1%	5.7%	-14%
COc1ccc(C(=O)Nc2ccc(N3CCN(C)CC3)cc2)cc1OC
→ .	.	.	.	1.1%	12%	.	-10%	.	-26%[20 µM]	-2.1%	-31%
Cc1nc(NC(=O)c2ccc(Br)o2)ccc1Br
→ .	.	.	.	0.0%	3%	.	-20%	.	2%	-3.1%	-57%
CCCC(=O)Nc1nc(C(=O)OCC)cs1
→ -0.46	-0.19	-0.33	0.28	-2.3%	20%	17%	-28%	10%	-9%	4.3%	-5%
COc1ccc(/C=C2\SC(=S)N(NS(=O)(=O)c3ccccc3)C2=O)c(OC)c1
→ .	.	.	.	1.9%	-2%	.	-19%	.	-17%	-0.7%	-12%
c1ccc2c(c1)nnn2CNc1nccs1
→ -0.47	-0.27	0.34	0.63	-0.2%	-2%	7%	10%	47%	6%	0.6%	-16%
O=C(CN1CCN(c2nc(-c3ccc(F)cc3)cs2)CC1)NCc1ccc2c(c1)OCO2
→ -0.22	-0.21	0.17	0.78	0.4%	-4%	1%	-39%	-16%	20%	8.5%	-21%
CC(O)CNCc1ccccc1C(F)(F)F (stereo not drawn)
→ -0.56	-0.25	-0.14	0.59	-0.3%	25%	2%	4%	-3%	-8%	-2.0%	-28%
CC1CC(C#N)N(N(C)C)C1=C(C#N)C#N (stereo not drawn)
→ -0.44	-0.29	-0.26	1.6	-0.1%	-9%	0%	34%	-1%	38%	-1.5%	7%
O=C(CN1CCOCC1)n1c2ccccc2c2ccccc21
→ -0.75	-0.22	-0.45	0.66	0.2%	0%	-2%	-12%	3%	2%	24%	9%
C=CCn1c(SCC(=O)NNC(=O)Nc2cccc(Cl)c2)nnc1-c1ccccc1
→ -0.94	-0.088	-0.13	1.1	-0.2%	11%	-3%	3%	2%	28%	0.4%	10%
O=C(CSc1nnc(Cn2c(=O)sc3ccccc32)n1-c1ccccc1)NCc1ccco1
→ -0.0099	-0.22	0.32	0.69	-0.5%	10%	8%	17%	7%	46%	5.4%	-26%
CCOc1ccccc1NC(=O)c1cnc(NS(=O)(=O)c2ccccc2)nc1
→ .	.	.	.	0.5%	4%	.	10%	.	8%	-1.6%	25%
CC1CCN(Cc2c(C(=O)N/N=C/c3cccc(C(F)(F)F)c3)nnn2-c2nonc2N)CC1
→ .	.	.	.	-0.2%	3%	.	9%	.	1%	-2.0%	-7%
COC(=O)C1=CN(Cc2cccs2)C=C(C(=O)OC)C1c1cccc(Cl)c1
→ 0.75	-0.2	1.1	-1	0.2%	34%	10%	-1%	4%	-5%[20 µM]	-1.0%	11%
CCOC(=O)c1csc(NC(=O)CSc2nnnn2-c2ccc(OCC)cc2)n1
→ -0.88	1	-0.26	0.04	-0.1%	12%	0%	12%	-1%	-9%	-3.2%	-29%
CCOC(=O)c1cc(-c2ccc(C)cc2)n(CCC(=O)N2CCN(c3ccccn3)CC2)c1C
→ -0.87	-0.31	-0.93	1.1	-0.3%	9%	3%	-3%	-8%	-2%	2.6%	-4%
NC(=O)c1ccc(NCC2CCCO2)c([N+](=O)[O-])c1 (stereo not drawn)
→ .	.	.	.	0.7%	11%	.	-6%	.	-22%	-3.5%	-2%
CC(SC1=NCCS1)C(=O)Nc1nnc(-c2ccc(F)cc2)s1 (stereo not drawn)
→ -0.34	-0.27	-0.2	0.79	-0.3%	-5%	0%	-10%	6%	-22%	-0.8%	-25%
Cn1nc(-c2ccccc2)c(C(=O)NC(C(=O)O)c2ccccc2)c1Cl (stereo not drawn)
→ -0.34	-0.29	-0.08	0.55	0.1%	35%	3%	1%	2%	-20%	3.4%	-30%
CCOC(=O)C(CC)Sc1nnc(COc2ccc(C)cc2)n1-c1ccccc1 (stereo not drawn)
→ 4.6	-0.22	2.1	-0.48	-0.2%	4%	0%	8%	1%	-30%	3.3%	-2%
Cc1cccc(OCC(=O)O/N=C(\N)c2ccccn2)c1C
→ 0.061	-0.063	-0.76	-0.32	0.0%	6%	0%	-65%	-6%	-19%	1.5%	-102%
COc1ccc2c(c1)c(=O)oc1cc(OCC(=O)NCC3CCC(C(=O)O)CC3)ccc12 (stereo not drawn)
→ .	.	.	.	0.3%	32%	.	5%	.	-37%[20 µM]	1.6%	-19%
CC(=O)c1ccc(NC(=O)CCC(=O)OCC(F)(F)C(F)F)cc1
→ -0.68	-0.21	-0.1	0.64	29%	-7%	-2%	2%	-1%	-49%	3.3%	-12%
COc1ccc(/C=C2/C(=O)ON=C2C)cc1Cl
→ .	.	.	.	-0.3%	14%	.	-7%	.	-26%	-5.2%	-12%
COc1ccc(NC2CCCN(C(=O)Cn3ccc(C)n3)C2)cc1OC (stereo not drawn)
→ .	.	.	.	0.3%	10%	.	-10%	.	-30%	3.8%	7%

Of the compounds above, four have a COOH group.
Values run as follows: Dynein cargo inh	Dynein cargo inh cytoplasmic EGFP	Dynein cargo inh nuclear GR-EGFP	Dynein cargo inh cell count	GPR55 beta-arrestin	AID2073	M1AAP inhibition	NOD2 inhibition	P. falciparum M17LAP	KOR beta-arrestin-1	KOR beta-arrestin-2	NOD1 inhibition
O=C(O)CCC(=O)c1ccc2ccc3cccc4ccc1c2c34
→ -0.24	-0.19	-0.51	-0.71	0.0%	18%	21%	.	-50%	-29%	7.8%	.
Cc1cccc(C(=O)O)c1NC(=O)c1ccc(F)cc1
→ 0.55	0.058	0.66	0.78	-0.4%	6%	8%	-4%	-1%	-44%	-1.0%	-39%
Cn1nc(-c2ccccc2)c(C(=O)NC(C(=O)O)c2ccccc2)c1Cl (stereo not drawn)
→ -0.34	-0.29	-0.08	0.55	0.1%	35%	3%	1%	2%	-20%	3.4%	-30%
COc1ccc2c(c1)c(=O)oc1cc(OCC(=O)NCC3CCC(C(=O)O)CC3)ccc12 (stereo not drawn)
→ .	.	.	.	0.3%	32%	.	5%	.	-37%[20 µM]	1.6%	-19%

This is a subset (hit frequency here may not be typical).
